Screening data deposited in PubChem by National Center for Advancing Translational Sciences (NCATS).
HCMV inh = blocks human cytomegalovirus replication. HFF cells, HCMV-luciferase reporter, 72 h; active compounds read low. activity change, negative = inhibition, % at 57.5 µM. 410,000 tested, 4.5% active. AID 1259415; in the data active = activity change below about -60%; inconclusive = no clear call, values can overlap the other calls; inactive = above about -39%
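Inhibition of viral replication was scored as loss of reporter luminescence in HFFs infected with HCMV-luciferase (MOI 1 PFU/cell) for 72 h; compounds tested at 2 doses, normalized to buffer and Salinomycin controls.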
AmpC inh detg = blocks E. coli AmpC beta-lactamase in detergent assay; 370,000 tested, 0.041% active; AmpC hydrolysis of nitrocefin, absorbance 480 nm, 0.01% Triton; Potency, µM (doses to about 114 µM), without a hit: at the highest dose activity change, negative = inhibition, most hits filed as inhibitors;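 note: potency is the fitted concentration of half-maximal effect; 0% = no-compound wells and -100% = no-enzyme wells; nearly all actives have a fitted effect of over 25% in size; some results filed as inactive show a strong effect at the top dose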
Target sequence (P00811 whole entry, looked up): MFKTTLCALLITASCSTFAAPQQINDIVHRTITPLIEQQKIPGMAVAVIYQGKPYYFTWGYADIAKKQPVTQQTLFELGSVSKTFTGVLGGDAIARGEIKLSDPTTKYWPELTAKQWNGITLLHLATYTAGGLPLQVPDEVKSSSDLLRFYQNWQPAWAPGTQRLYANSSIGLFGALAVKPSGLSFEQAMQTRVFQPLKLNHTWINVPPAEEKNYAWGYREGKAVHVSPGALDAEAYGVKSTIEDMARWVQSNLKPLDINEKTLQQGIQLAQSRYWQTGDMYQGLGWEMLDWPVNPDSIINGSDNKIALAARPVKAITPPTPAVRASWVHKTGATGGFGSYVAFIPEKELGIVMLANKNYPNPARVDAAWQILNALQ
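20 mM phosphate pH 7.0 + 0.01% (detergent screen) or 0.0001% Triton X-100; 5.3 nM AmpC reagent; cpd preinc 15 min RT; nitrocefin (800 uM stock) to start; A480 q20 s × 4 min; Activity was normalised to no-enzyme and no-compound control wells.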
AMA1-RON2 inh = disrupts binding of P. falciparum AMA1 to RON2; 360,000 tested, 0.2% active; AlphaScreen AMA1-biotinylated RON2 peptide binding; Potency, µM (doses to about 58.2 µM), for the others: top-dose activity change, negative = inhibition, actives largely listed as inhibitors; AID 720542;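 note: potency is the fitted concentration of half-maximal effect; 0% = vehicle wells and -100% = peptide control; nearly all actives have a fitted effect of over 45% in size; some results filed as inactive show a strong effect at the top dose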
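AMA1 (3D7) with his tag at 25 nM final met compounds first, then biotinylated RON2 peptide at 25 nM; detection used donor plus acceptor beads, 10 µg/mL apiece, read by AlphaScreen after 30 min at room temperature.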
Giardia FBPA inh = Giardia lamblia aldolase inhibition. A8B2U2. purified Giardia FBPA. 290,000 tested, 0.71% active. Potency, µM (series often up to 59.6 µM), for the others: at the top dose activity, negative = inhibition, hits mostly inhibitors; note: potency is the fitted concentration of half-maximal effect; nearly all actives have a fitted effect of over 55% in size
Target sequence (A8B2U2 whole entry, looked up): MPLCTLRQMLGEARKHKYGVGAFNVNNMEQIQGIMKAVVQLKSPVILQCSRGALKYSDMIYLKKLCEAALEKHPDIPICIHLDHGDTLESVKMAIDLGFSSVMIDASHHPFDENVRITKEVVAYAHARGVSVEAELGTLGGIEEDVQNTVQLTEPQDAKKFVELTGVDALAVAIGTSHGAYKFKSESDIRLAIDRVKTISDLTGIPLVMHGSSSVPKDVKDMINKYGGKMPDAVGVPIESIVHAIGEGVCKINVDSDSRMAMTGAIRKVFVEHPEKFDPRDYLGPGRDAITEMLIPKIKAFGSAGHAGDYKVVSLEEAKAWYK
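Giardia FBPA (40 nM reagent) was preincubated 10 min at RT with compound (up to 57.5 uM final), then substrate plus GAPDH/TPI/NAD/arsenate coupling system with diaphorase/resazurin was added; resorufin fluorescence (525/598 nm) was read after 20 min.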
Sm TGR inh = S. mansoni TGR enzyme inhibition; purified TGR, DTNB reduction, TNB absorbance 405 nm; Q962Y6; 360,000 tested, 3% active; Potency, µM (top dose mostly 114 µM), without a hit: at the top dose activity change, negative = inhibition, usual class: inhibitors; note: potency is the fitted concentration of half-maximal effect; nearly all actives have a fitted effect of over 60% in size
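First, TGR (20 nM dispensed) and NADPH were mixed with compound. Second, a 15 min room-temperature incubation followed. Third, further NADPH and then DTNB were added to start the reaction. Finally, TNB absorbance was monitored kinetically.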
AmpC inh no detg = blocks E. coli AmpC beta-lactamase in detergent-free assay; P00811; AmpC nitrocefin hydrolysis, absorbance 480 nm, 0.0001% Triton; Potency, µM (doses to about 57.1 µM), inactives show at the top dose activity change, negative = inhibition, hits mostly inhibitors; 330,000 tested, 0.52% active; AID 485341;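 note: potency is the fitted concentration of half-maximal effect; plate controls were no compound for no effect and no enzyme for full effect; nearly all actives have a fitted effect of over 20% in size; some results filed as inactive show a strong effect at the top dose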
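20 mM phosphate pH 7.0 + 0.01% (detergent screen) or 0.0001% Triton X-100; 5.3 nM AmpC reagent; cpd preinc 15 min RT; nitrocefin (800 uM stock) to start; A480 q20 s × 4 min; Activity was normalised to no-enzyme and no-compound control wells.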
An asterisk follows results filed as active; ? = inconclusive; · = not tested or not shown; & = joins results of further samples; [ ] = remark or other dose. Unless noted, calls come from the whole dose curve; as a rule, active = well fitted curve in the direction sought with a large enough effect; inconclusive = small, poorly fitted or top-dose-only effect, or another doubt; inactive = no such curve, though single readings can be large; an effect the other way counts as inactive or inconclusive. Unless noted, % is set by controls: 0 for no effect and ±100 for the full control effect. The order is random, and some 7.8% of all compounds hit somewhere here.

SMILES | HCMV inh | AmpC inh detg | AMA1-RON2 inh | Giardia FBPA inh | Sm TGR inh | AmpC inh no detg
COc1ccc(CNC(=O)CCS(=O)(=O)c2ccc3c(c2)NC(=O)CS3)cc1 | 61 | -9% | 1% | -4% | 13µM* | -37%
Cc1cc(C)cc(N(CC(=O)NCCSc2ccccn2)S(=O)(=O)c2ccccc2)c1 | 4 | -4% | -8% | -4% | 6% | 21%
Cc1ccc(-c2noc(-c3ccc(N4CCN(C)CC4)c([N+](=O)[O-])c3)n2)cc1 | ? | 22% | · | · | -5% | ·
Cc1nc2cc(CO)ccc2s1 | 6 | 1% | 1% | 8% | 6% | 0%
Cc1cc(C)n2nc(C(=O)Nc3cccc(S(=O)(=O)N4CCOCC4)c3)nc2n1 | -9 | -9% | -2% | · | 5% | -10%
COc1ccc(C2C(C(=O)Nc3ccccc3)=C(C)Nc3nc(-c4ccccc4)nn32)cc1OC (centres undefined) | -37 | 26% | · | · | -6% | ·
CCCCNC(=S)NCc1ccc2[nH]c(C)cc2c1 | 2 | -5% | 15% | -10% | -2% | -9%
O=C(O)c1ccccc1SCC(=O)N1c2ccccc2Sc2ccccc21 | 38 | -6% | -2% | ? | -33% | -18%
Cc1c(O)ccc2c(=O)c(-c3nncn3-c3ccccc3)coc12 | -18 | 5% | 3% | -4% | · | -22%
COc1ccc(C(=O)Nc2ccc(N3CCN(C)CC3)cc2)cc1OC | 150 | -12% | 32%[activator] | -4% | -16% | -20%
O=C(NCC1CCCO1)c1cc(-c2ccccc2)nc2ccc(Br)cc12 (centres undefined) | 2 | 2% | -8% | · | 4% | -8%
CCOc1ccc(CCNC(=O)c2cccc(-n3cnnn3)c2)cc1OCC | 0 | ? | -6%[11.6 µM] | · | -17% | -5%
C/C(Nc1ccc(C)cc1)=C(/C#N)C(N)=O | 11 | -2% | 11% | 4% | 11% | 1%
CC(C)N1CC(C(=O)Nc2ccc(F)c(Cl)c2)CC1=O (centres undefined) | 30 | 0% | 1% | 6% | 25% | -25%
COC(=O)C(C)Oc1ccc(-c2nccc(-c3ccc(F)cc3)n2)cc1 (centres undefined) | 40 | -17% | 10% | 5% | 9% | 131%[activator]

Reprinted from the part before: 4 compounds, then new ones.
SMILES | HCMV inh | AmpC inh detg | AMA1-RON2 inh | Giardia FBPA inh | Sm TGR inh | AmpC inh no detg
CCOc1ccc(CCNC(=O)c2cccc(-n3cnnn3)c2)cc1OCC | 0 | ? | -6%[11.6 µM] | · | -17% | -5%
C/C(Nc1ccc(C)cc1)=C(/C#N)C(N)=O | 11 | -2% | 11% | 4% | 11% | 1%
CC(C)N1CC(C(=O)Nc2ccc(F)c(Cl)c2)CC1=O (centres undefined) | 30 | 0% | 1% | 6% | 25% | -25%
COC(=O)C(C)Oc1ccc(-c2nccc(-c3ccc(F)cc3)n2)cc1 (centres undefined) | 40 | -17% | 10% | 5% | 9% | 131%[activator]
CCOC(=O)c1c2n(c3ccc(OC(C)=O)cc13)CCC2 | -14 | -10% | 5% | 0% | 0% | 9%
CC(=O)N(CN1C(=O)CCC1=O)c1ccc(Cl)c(Cl)c1 | -66* | 5% | 0% | -5% | 13% | 0%
CCOc1cc(C(=O)OCC(=O)Nc2ncc(Cl)c(C)c2Cl)ccc1OCC(=O)N1CCOCC1 | -29 | -1% | 1% | -7% | 0% | 76%[activator]
O=C(CSc1nc2c([nH]c3ccccc32)c(=O)n1-c1cccc(Cl)c1)N1CCc2ccccc21 | 33 | 2% | · | · | 3% | ·
CCN(C1CCCCC1)S(=O)(=O)c1ccc(C(=O)O)cc1 | -12 | 3% | -9% | 8% | 7% | 1%
Cc1ccc(NC(=O)COC(=O)c2ccc(NC(=O)CC#N)cc2)cc1S(=O)(=O)N1CCOCC1 | -5 | · | 3% | · | · | -40%
O=C(CSc1cccc[n+]1[O-])c1ccccc1Br | -6 | 1% | 20% | -10% | 0% | -15%
Clc1cccc(Cl)c1-c1noc(-c2ccno2)n1 | -29 | -2% | 8% | 1% | -7% | -38%
CCCc1cc(=O)n2[nH]c(NCc3c(F)cccc3Cl)nc2n1 | 6&-3 | ? | -2% | -7% | 5%&4% | -23%
O=C(/C=C/c1ccco1)NC(=S)Nc1ccc(C(=O)O)cc1 | -3 | -11% | -9% | ? | 7.1µM* | -13%
COc1ccc(/C=C2/C(=O)ON=C2C)cc1Cl | 14 | -11% | -13% | 9% | 7% | -19%
COc1ccc(NC2CCCN(C(=O)Cn3ccc(C)n3)C2)cc1OC (centres undefined) | 25 | 4% | -20% | · | -31% | 2%
CCc1cc(C(=O)Nc2ccccc2N2CCOCC2)sc1C | ? | 11% | 1%[11.6 µM] | · | 5% | -2%
CC1=C(C(=O)Nc2ccccc2)C2(CCCCC2)C(C#N)=C(SCC(N)=O)N1 | 10 | -4% | 23% | 1% | -7% | 1%
Cc1cc(C)nc(N/C(=N/S(=O)(=O)Cc2ccccc2)Nc2ccccc2)n1 | ? | ? | 11% | -1% | 0% | -27%

Five compounds out of the list, sorted by molar mass, rising:
SMILES | HCMV inh | AmpC inh detg | AMA1-RON2 inh | Giardia FBPA inh | Sm TGR inh | AmpC inh no detg
CCOC(=O)c1c2n(c3ccc(OC(C)=O)cc13)CCC2 | -14 | -10% | 5% | 0% | 0% | 9%
CCCc1cc(=O)n2[nH]c(NCc3c(F)cccc3Cl)nc2n1 | 6&-3 | ? | -2% | -7% | 5%&4% | -23%
Cc1cc(C)nc(N/C(=N/S(=O)(=O)Cc2ccccc2)Nc2ccccc2)n1 | ? | ? | 11% | -1% | 0% | -27%
CC1=C(C(=O)Nc2ccccc2)C2(CCCCC2)C(C#N)=C(SCC(N)=O)N1 | 10 | -4% | 23% | 1% | -7% | 1%
Cc1ccc(NC(=O)COC(=O)c2ccc(NC(=O)CC#N)cc2)cc1S(=O)(=O)N1CCOCC1 | -5 | · | 3% | · | · | -40%

(further entries)
SMILES | HCMV inh | AmpC inh detg | AMA1-RON2 inh | Giardia FBPA inh | Sm TGR inh | AmpC inh no detg
Cc1nc(-c2ccc(Cl)cc2)sc1CCNC(=O)C(=O)Nc1ccc2c(c1)OCCO2 | -25 | 1% | · | · | 6% | ·
Cc1cccc(NC(=O)CSc2n[nH]c(-c3ccncc3)n2)c1 | 27 | -7% | -6% | -8% | -17% | -23%
C/C(=N\Nc1ccccc1)c1c(O)cc(C)oc1=O | 51 | -12% | -5% | -12% | -23% | -26%
COc1ccc2c(c1)c(=O)oc1cc(OCC(=O)NCC3CCC(C(=O)O)CC3)ccc12 (centres undefined) | 17 | ? | 1% | 26% | -5% | 21%
CCn1cc(C(=O)O)c(=O)c2cnc(N3CCN(C(=S)Nc4ccc(F)cc4)CC3)nc21 | -39 | 7% | 18% | -8% | 2% | -11%
CC(=O)c1ccc(NC(=O)CCC(=O)OCC(F)(F)C(F)F)cc1 | 46 | ? | 12% | 0% | 0% | 0%
CC(NC(=O)c1cccnc1Sc1ccccc1)c1ccc(S(N)(=O)=O)cc1 (centres undefined) | 42 | -1% | 13% | · | -2% | 3%
CCOC(=O)C(CC)Sc1nnc(COc2ccc(C)cc2)n1-c1ccccc1 (centres undefined) | -27 | -3% | 25% | -2% | -16% | 48%
CCOC(=O)c1cc(C)n(-c2ccccc2)c1C | -77* | -9% | ? | 7% | -17% | -24%
Cc1cccc(OCC(=O)O/N=C(\N)c2ccccn2)c1C | 119 | -11% | 23% | 2% | 19% | -4%
Cc1cc(C)c(S(=O)(=O)N2CCOCC2)c(C)c1N(C)S(=O)(=O)c1ccccc1 | -6 | -2% | 3% | · | 2% | 74%[activator]
O=C1c2ccccc2C(O)N1Cc1cccs1 (centres undefined) | ? | 3% | -14% | 0% | 30% | -23%
CCOc1ccc(NC(=S)N(CCc2ccncc2)C(C)C)cc1 | -13 | 1% | -1% | -16% | -1% | 15%
O=C(Cn1ccc2cc(S(=O)(=O)N3CCCCC3)ccc21)NCc1ccccc1F | 10 | -3% | -11% | · | -5% | 20µM*
CCOC(=O)c1cc(NC(=O)Nc2ccccc2Cl)c(C)nc1C | -20 | 1% | 5% | 9% | · | -13%
CSCC[C@H](NC(=O)OC(C)(C)C)C(=O)N1CCC(C(=O)N[C@@H](Cc2c[nH]c3ccccc23)C(=O)O)CC1 | -20 | -8% | -1% | 8% | -9% | -9%
CCc1ccc(NC(=O)N2CCC(c3ccccc3)C2)cc1 (centres undefined) | 0 | 4% | 22% | 0% | 3% | -21%
Cc1ccc(S(=O)(=O)N2CCCCC2)cc1C(=O)OCC(=O)N1c2ccccc2NC(=O)C1(C)C | -17 | · | -2% | · | · | -25%
Cn1c(-c2ccc3ccccc3n2)nc2cnccc21 | 35 | ? | 6% | 0% | -16% | -8%
O=C(CN1CCN(c2ccc(F)cc2)CC1)c1ccc(O)cc1O | ? | -7% | 5% | -4% | -5% | -29%
N#CC12CNCC1CN=N2 (centres undefined) | -9 | -12% | 0% | 3% | 3% | -18%
CSc1cccc(NC(=S)N(CCC(C)C)C2CCN(C(C)=O)CC2)c1 | -34 | ? | 3% | -20% | -9% | 67%[activator]

Profiles, quoted from the list:
Cc1ccc(S(=O)(=O)N2CCCCC2)cc1C(=O)OCC(=O)N1c2ccccc2NC(=O)C1(C)C across the screens: HCMV inh: -17; AmpC inh detg: ·; AMA1-RON2 inh: -2%; Giardia FBPA inh: ·; Sm TGR inh: ·; AmpC inh no detg: -25%
CSCC[C@H](NC(=O)OC(C)(C)C)C(=O)N1CCC(C(=O)N[C@@H](Cc2c[nH]c3ccccc23)C(=O)O)CC1 across the screens: HCMV inh: -20; AmpC inh detg: -8%; AMA1-RON2 inh: -1%; Giardia FBPA inh: 8%; Sm TGR inh: -9%; AmpC inh no detg: -9%
CCc1ccc(NC(=O)N2CCC(c3ccccc3)C2)cc1 (centres undefined) across the screens: HCMV inh: 0; AmpC inh detg: 4%; AMA1-RON2 inh: 22%; Giardia FBPA inh: 0%; Sm TGR inh: 3%; AmpC inh no detg: -21%
